ROMK mod = human ROMK K+ channel modulation, primary screen; P48048; Tet-inducible ROMK, thallium flux fluorescence; actives lie on both sides; B-score at 10 µM; hit rate 2% among 130,000;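 active = signal ratio slope over the read window, or its plate-corrected B-score, at least 3 SD from the plate mean, either direction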;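 note: B-score of the F/F0 ratio slope over 7 to 12 s after thallium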
Target sequence (P48048 whole entry, looked up): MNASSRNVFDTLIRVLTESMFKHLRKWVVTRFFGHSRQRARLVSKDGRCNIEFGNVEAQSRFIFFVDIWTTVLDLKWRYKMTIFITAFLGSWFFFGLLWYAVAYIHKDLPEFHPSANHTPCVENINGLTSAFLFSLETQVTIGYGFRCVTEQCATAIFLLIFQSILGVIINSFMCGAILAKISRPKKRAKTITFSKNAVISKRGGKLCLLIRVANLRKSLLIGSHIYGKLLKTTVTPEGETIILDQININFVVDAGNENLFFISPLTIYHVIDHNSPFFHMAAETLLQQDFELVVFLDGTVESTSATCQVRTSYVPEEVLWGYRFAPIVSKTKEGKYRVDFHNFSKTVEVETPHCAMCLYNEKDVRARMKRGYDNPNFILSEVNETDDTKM
STAT1 inh = reduces IFN-gamma driven STAT1 reporter signal; NIH 3T3 STAT1-luciferase reporter, luminescence; inhibition, % at 5.5 µM; hit rate 0.35% among 200,000; AID 920;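 active = inhibition above a set limit, the mean inhibition across all tested compounds plus 3 SD, cut at about 34% in these data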;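 note: 0% = IFN-gamma with DMSO and 100% = IFN-gamma with 300 µM nifuroxazide; values of inactives mirror those of a sister screen read the other way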
FLuc act counter = firefly luciferase counter-screen for stimulation assays | AID 1027 | activation factor at 10 µM | 200,000 tested, under 10 active | ATPlite luciferase biochemical, luminescence, 10 min; 0 = ATP-free wells, 1 = DMSO control;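 active = luciferase activation factor, scaled between plate controls, of at least 2 with compound at 10 µM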
Target sequence (P08659 whole entry, looked up): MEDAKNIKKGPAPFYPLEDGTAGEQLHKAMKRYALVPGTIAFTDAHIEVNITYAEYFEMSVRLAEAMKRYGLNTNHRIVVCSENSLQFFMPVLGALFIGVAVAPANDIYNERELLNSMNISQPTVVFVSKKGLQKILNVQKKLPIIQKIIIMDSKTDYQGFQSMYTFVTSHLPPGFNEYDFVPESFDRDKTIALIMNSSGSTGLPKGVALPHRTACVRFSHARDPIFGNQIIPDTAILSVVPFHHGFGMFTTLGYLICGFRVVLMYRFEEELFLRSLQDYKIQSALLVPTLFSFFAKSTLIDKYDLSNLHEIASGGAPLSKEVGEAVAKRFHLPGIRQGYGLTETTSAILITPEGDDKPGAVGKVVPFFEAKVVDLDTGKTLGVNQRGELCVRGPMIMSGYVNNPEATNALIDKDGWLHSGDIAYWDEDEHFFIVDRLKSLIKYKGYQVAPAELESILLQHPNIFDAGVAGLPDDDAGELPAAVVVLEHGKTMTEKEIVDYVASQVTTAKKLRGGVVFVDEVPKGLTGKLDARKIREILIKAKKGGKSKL
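Material: Luciferase/luciferin reagent mix | Doses: Test compounds dosed from 2 mM stocks in 100% DMSO | Timing: 10 min incubation after luciferase reagent addition, room temperature | Measured by: Luminescence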
STAT3 act = activators of IL-6 induced STAT3 signaling; AID 871; U3A cells, IL-6 STAT3-luciferase reporter, luminescence; 100% = signal with IL-6 EC80 alone; activation (% of control), % at 5.6 µM; hit rate 0.91% among 190,000;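 active = activation above the screen-wide mean of compound activation plus 3 SD, cut at about 130% in these data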;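 note: 0% = background luminescence of wells with medium and substrate only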
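Test system: STAT3-luciferase reporter U3A cells; Detection: reporter luminescence signal; Times: 1 h compound pre-exposure, 6 h IL-6 stimulation, 37 °C; Benchmarks: IL-6-only high control; Also added: IL-6 stimulus at 33 ng/mL final.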
APP transl inh = APP translation inhibition; SH-SY5Y APP 5'UTR-luciferase reporter, luminescence; inhibition, % at 2 µM; hit rate 0.82% among 190,000; AID 1285;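 active = inhibition above a set limit, derived from the sample mean plus 3 SD, cut at about 45% in these data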; note: values of inactives mirror those of a sister screen read the other way
APP 5'UTR act = APP 5'UTR luciferase reporter activation | SH-SY5Y APP 5'UTR luciferase reporter, luminescence; zero percent = DMSO vehicle wells | AID 1276 | activation, % at 2 µM | hit rate 1% among 190,000;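 active = activation above a set limit, based on mean plus 3 SD of controls, cut at about 140% in these data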; note: values of inactives mirror those of a sister screen read the other way
STAT3 inh = STAT3 signaling inhibition | U3A cells, IL-6 STAT3-luciferase reporter, luminescence; host cell line lacks STAT1 | inhibition, % at 5.5 µM | hit rate 0.89% among 190,000 | AID 862;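 active = inhibition above the mean inhibition across all screened compounds plus 3 SD, cut at about 44% in these data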;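 note: 0% = DMSO only wells and 100% = 100 µM nifuroxazide control wells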
STAT1 act = increases IFN-gamma driven STAT1 reporter signal | NIH 3T3 STAT1-luciferase reporter, luminescence; 100% = IFN-gamma alone, no compound | activation (% of control), % at 5.5 µM | hit rate 2.6% among 200,000;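 active = activation above the screen-wide mean activation plus 3 SD, cut at about 130% in these data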;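 note: raw ratio to IFN-gamma control signal so 100% means no change and 0% no light; values of inactives mirror those of a sister screen read the other way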
NF-kB neuron act = compounds increasing NF-kB expression in human neuronal cells; NF-kB reporter expression; hits give high values; hit rate 1.6% among 190,000; fold change at 12.5 µM; in the data active = fold change above about 3.3
FLuc inh counter = counter-screen for luciferase assay inhibitors: firefly luciferase inhibition; P08659; AID 1006; ATPLite firefly luciferase biochemical luminescence, 10 min; inhibition, % at 10 µM; hit rate 1.5% among 200,000;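 active = inhibition above about 50% when tested at 10 µM, limit read from the data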
* hit, by the source's call; / = no result given.

SMILES | ROMK mod | STAT1 inh | FLuc act counter | STAT3 act | APP transl inh | APP 5'UTR act | STAT3 inh | STAT1 act | NF-kB neuron act | FLuc inh counter
CCn1ncc(NC(=S)Nc2ccc(OC)c(OC)c2)c1C(N)=O | 0.0065 | 0 | 1.1 | 101 | 3 | -3 | 5 | 99 | 1.2 | -6
Cc1occc1C(=O)NC(C)c1ccc2c(c1)OCO2 (configuration not stated) | / | 5 | 1.1 | 99 | 0 | 0 | 5 | 96 | 1 | -10
COc1ccccc1NC(=O)c1ccc(NC(=O)CSc2nncn2C)cc1 | / | 0 | 1 | 98 | 6 | -6 | -2 | 100 | 1 | -2
CC1(C)CC(=O)C2=C(C1)OC(/N=C/N1CCOCC1)=C(C#N)C2c1ccccc1 (configuration not stated) | / | -2 | 1.1 | 99 | -1 | 1 | 5 | 102 | 0.92 | -7
CC1CC1c1ccc(/C=C(\C#N)C(=O)Nc2ccc(Cl)cc2Cl)o1 (configuration not stated) | / | 2 | 1 | 89 | -15 | 15 | 11 | 98 | 1.3 | 2
COC(=O)c1ccc(CSc2nc3ccccc3c(=O)n2CC(C)C)o1 | / | -3 | 1 | 97 | -2 | 3 | 7 | 103 | 1 | -4
COc1ccc(CN2CCCC(C(=O)c3ccc(SC)cc3)C2)cc1Cn1cccn1 (configuration not stated) | -0.87 | 12 | 1 | 100 | 20 | -20 | 5 | 88 | 0.77 | 0
C/C(Cl)=C\Cn1c(O)c(N=O)c2ccccc21 | -0.96 | -3 | 1.1 | 104 | 16 | -16 | -2 | 100 | 0.95 | -8
Clc1cccc(Cl)c1COc1ccccn1 | 1.3 | 1 | 1.1 | 108 | -24 | 24 | -7 | 99 | 1.3 | -7
Cc1ccc(S(=O)(=O)N2CCC(=O)N(C(COCc3ccc(Cl)c(Cl)c3)Cc3ccccc3)CC2)cc1 (configuration not stated) | -4.7* | 9 | 1.1 | 100 | -6 | 6 | -3 | 92 | 0.74 | -6
CCc1ccc(C2=NN(c3ccc(S(N)(=O)=O)cc3)C(c3ccc(F)cc3)C2)cc1 (configuration not stated) | / | -8 | 1 | 97 | -10 | 10 | 11 | 107 | 0.86 | -4
CC1(C)Cc2ccccc2C(c2cc3ccccc3oc2=O)=N1 | / | 4 | 1 | 96 | -19 | 19 | 6 | 97 | 0.88 | -2
Cc1cc(NC(=O)CSc2nc(-c3ccccc3)c(C#N)c(=O)[nH]2)no1 | 0.31 | -11 | 1 | 105 | -10 | 10 | -8 | 110 | 1.1 | -3
CN=C1S/C(=C\c2cn(C(C)=O)nc2-c2ccccc2)C(=O)N1C | 2 | -4 | / | 114 | -8 | 8 | -12 | 103 | / | /
Cc1nn(C)c(Cl)c1CN1CCCC(CO)(Cc2cccc(Cl)c2)C1 (configuration not stated) | -0.45 | -2 | 1 | 105 | -10 | 10 | 0 | 102 | 0.93 | -3
CCOC(=O)CN1NC2(CCCC(C)C2)NC1=S (configuration not stated) | -1 | 1 | 1 | 96 | -4 | 4 | 6 | 98 | 0.93 | -4
O=[N+]([O-])c1ccc(/C=N/Nc2nc(N3CCCC3)nc(N3CCCC3)n2)o1 | -0.18 | 2 | 1 | 96 | / | / | 5 | 98 | 0.38 | -4
N#Cc1c(N)c(C(=O)c2ccccc2)n2c1CCCC2 | 0.21 | 5 | 1 | 103 | -13 | 13 | 0 | 96 | 1.1 | -2
CCOC(=O)C1C(=O)NC(N2CCN(c3ccccc3)CC2)=NC1c1ccco1 (configuration not stated) | 0.79 | 0 | 1.1 | 95 | -11 | 11 | 9 | 100 | 1.1 | -7
CCN(CC)CCN1C(=O)c2ccccc2NC1c1ccccc1F (configuration not stated) | / | -1 | 0.9 | 108 | 1 | -1 | -6 | 102 | 0.94 | 7
Cc1cc(NS(=O)(=O)c2ccc(NC(=O)c3cc(-c4cccnc4)nc4ccc(Cl)cc34)cc2)no1 | / | 0 | 1.1 | 108 | -1 | 1 | -5 | 100 | 1 | -5
CC(C)(C)n1cc(S(=O)(=O)c2ccccc2)[nH]c1=O | -0.41 | -2 | 1 | 109 | 14 | -13 | -10 | 102 | 1 | -3
CCOC(=O)c1c(C)[nH]c(=S)c(C#N)c1-c1ccccc1 | 0.38 | 7 | 1 | 98 | 17 | -17 | 1 | 96 | 1 | 5
O=C(NCc1ccco1)c1cc(-c2ccccc2)nc2ccccc12 | -1.2 | 2 | 1 | 100 | / | / | 0 | 100 | 0.76 | -4
O=C(CN1C(=O)CCC1=O)Nc1nc(-c2cccs2)cs1 | / | 2 | 1.1 | 102 | 15 | -15 | 2 | 100 | 1.1 | -7
CC1/C(=C\c2ccc(Cl)cc2)C(=O)C2CC1C2(C)C (configuration not stated) | 0.13 | 3 | 1.1 | 94 | -5 | 5 | 7 | 97 | 1.1 | -6
CCCNC(=S)NC1CC2CCCC(C1)N2CC(C)C (configuration not stated) | / | -2 | 1 | 110 | 3 | -3 | -2 | 102 | 0.94 | -1
CCN(Cc1cc2ccc(C)cc2[nH]c1=O)C(=O)c1ccncc1 | 1.9 | 1 | 1.1 | 112 | 1 | -1 | -12 | 99 | 0.82 | -6
Cc1ccc(-c2ccc(CCC(=O)O)n2Cc2ccco2)cc1 | -0.28 | 11 | 1 | 94 | 18 | -18 | 7 | 90 | 1.1 | 0
COc1cc(/C=N/NC(=O)c2c(-c3ccccc3)noc2C)cc(OC)c1OC | 0.27 | 5 | 1.1 | 90 | 13 | -13 | 12 | 96 | 1 | -6
O=C(Nc1ccccc1)c1ccccc1NC(=O)C(F)(F)F | 0.045 | 7 | 1.1 | 86 | -14 | 14 | 18 | 93 | 0.9 | -8
CCCn1c2c(c(O)c(C(=O)NC)c1=O)CCCC2 | / | 7 | 1.1 | 107 | -4 | 4 | -4 | 93 | 1.1 | -6
CCOc1ccc2nc(NC(=O)C3CCCN(S(=O)(=O)c4cccs4)C3)sc2c1 (configuration not stated) | / | -3 | 1 | 98 | 11 | -11 | 8 | 103 | 0.67 | -2
CCOc1cc(NC(=S)Nc2cccc(C)c2)c(OCC)cc1NC(=O)CC(C)C | / | 19 | 1 | 85 | -16 | 16 | 28 | 83 | 1.1 | -3
Brc1ccc(NCc2cccc3ccccc23)nc1 | 0.083 | -12 | 1 | 78 | 12 | -12 | 30 | 111 | 1.7 | -3
COc1ccc(C(=O)Nc2nc(-c3cccs3)cs2)cc1 | / | -41 | 0.9 | 91 | -84 | 84 | 17 | 137* | 1.5 | 8
CC(/C=C/c1ccccc1F)=N\NC(=O)c1ccccc1 | 0.93 | -38 | 0.9 | 92 | -80 | 80 | 12 | 133* | 2.7 | 8
O=C(NC1CCCCC1NC(=O)c1cccs1)c1cccs1 (configuration not stated) | / | 3 | 1 | 102 | -6 | 6 | 2 | 97 | 0.97 | 4
CCOC(=O)C(/C=C(\C#N)C(=O)OCC)=C(/N)N1CCN(c2ccccc2)CC1 | 1.3 | -1 | 1 | 99 | -8 | 8 | 2 | 101 | 1.3 | -5
Cc1nnc(NC(=O)C2(c3ccccc3)CCOCC2)s1 | / | 3 | 1 | 101 | 7 | -7 | 4 | 97 | 1.5 | -2
CCCCCC(=O)N1CCN(CCN=CC2=C(O)CC(c3ccc(OC)cc3)CC2=O)CC1 (configuration not stated) | / | 3 | 1 | 95 | -17 | 17 | 8 | 98 | 0.97 | 1
Cc1sc2ncn(CC(=O)NCCc3ccccc3)c(=O)c2c1C | 1.4 | -2 | 1.1 | 101 | 21 | -21 | 4 | 102 | 1.1 | -6
COc1ccc(/C=C/C(=O)NCCCc2ccccc2)cc1 | / | 10 | 1 | 96 | -10 | 10 | 8 | 91 | 1.2 | 1
COC(=O)C1=C(C)NC(=O)NC1c1ccco1 (configuration not stated) | 0.47 | 5 | 1.1 | 99 | -20 | 20 | 3 | 95 | 0.96 | -6
COc1cccc(NC(=S)N(Cc2ccco2)C(C)c2ccco2)c1 (configuration not stated) | / | 1 | 1 | 102 | -3 | 3 | -2 | 99 | 1.1 | 0
NC(=O)c1ccc(NC(=O)COC(=O)CC(NC(=O)c2ccccc2Cl)c2ccccc2)cc1 (configuration not stated) | 1.1 | 2 | 1 | 95 | -4 | 5 | 3 | 98 | 1 | -4
O=C(Cc1cccs1)N1CCN(S(=O)(=O)c2ccc(F)cc2)CC1 | -0.64 | -6 | 1 | 109 | -18 | 18 | -1 | 104 | 0.97 | -5
O=C(O)CSc1nnc(-c2cc3ccccc3o2)n1-c1ccccc1 | / | -12 | 1 | 106 | -6 | 6 | -3 | 111 | 1.2 | -1
CCOc1ccc(N2CC(O)(c3cccs3)[N+]3=C2CCCC3)cc1 (configuration not stated) | -0.48 | 20 | 1 | 101 | -10 | 10 | 3 | 79 | 1 | -3
CCOC(=O)C(NC(=O)CC)(Nc1sc2c(c1C(=O)OC)CCN(C)C2)C(F)(F)F (configuration not stated) | -1.5 | 14 | 1.1 | 106 | -1 | 1 | -4 | 87 | 1.1 | -5

Going on with the list:
SMILES | ROMK mod | STAT1 inh | FLuc act counter | STAT3 act | APP transl inh | APP 5'UTR act | STAT3 inh | STAT1 act | NF-kB neuron act | FLuc inh counter
O=C(CCc1ccccn1)N1CCCC(CNS(=O)(=O)c2cccs2)C1 (configuration not stated) | 0.38 | -2 | 1.1 | 103 | 16 | -16 | 4 | 100 | 1 | -6
Cc1ccc(S(=O)(=O)c2cc3c(=O)n4ccccc4nc3n(CC3CCCO3)c2=N)cc1C (configuration not stated) | -2.3 | 3 | 1 | 99 | -6 | 6 | -1 | 100 | 0.95 | 4
COc1ccc(Cl)cc1NC(=O)/C=C\C(=O)O | 0.023 | 1 | 1 | 100 | / | / | 0 | 100 | 1 | 2
CC(C)c1c(O)nc(SCCN2CCOCC2)[nH]c1=O | / | 4 | 1 | 103 | 7 | -7 | 2 | 96 | 1.1 | 3
CCOCCCNC(=S)N1CCN(CC)CC1 | -0.51 | -9 | 1.1 | 110 | -12 | 12 | -4 | 107 | 0.87 | -6
COc1ccc(S(=O)(=O)N2CCCCC2)cc1NC(=O)c1ccc2ccccc2n1 | / | 2 | 1.1 | 105 | -15 | 15 | -8 | 98 | 1.3 | -12
CCOC(=O)C1(Cc2cccc(OC)c2)CCN(Cc2cccc3c2OCO3)CC1 | -0.55 | 12 | 1.1 | 107 | 7 | -7 | 4 | 88 | 0.62 | -6
CC(=O)Nc1ccc(Nc2ncnc3c2cnn3-c2ccccc2)cc1 | 1.3 | -30 | 1 | 91 | -20 | 20 | 19 | 127 | 2.1 | 0
Cc1ccc(C)c(N2CC(O)(c3cccs3)[N+]3=C2CCCC3)c1 (configuration not stated) | -0.82 | 27 | 1 | 106 | -15 | 15 | -1 | 74 | 0.2 | -4
CCCCC(=O)NNC(=S)NC(=O)c1ccc(C)cc1 | 1.8 | 2 | 1.1 | 95 | 1 | -1 | 8 | 99 | 1.3 | -6

Profiles, looked up by structure:
C/C(Cl)=C\Cn1c(O)c(N=O)c2ccccc21 in the list: ROMK mod: -0.96; STAT1 inh: -3; FLuc act counter: 1.1; STAT3 act: 104; APP transl inh: 16; APP 5'UTR act: -16; STAT3 inh: -2; STAT1 act: 100; NF-kB neuron act: 0.95; FLuc inh counter: -8
Cc1ccc(-c2ccc(CCC(=O)O)n2Cc2ccco2)cc1 in the list: ROMK mod: -0.28; STAT1 inh: 11; FLuc act counter: 1; STAT3 act: 94; APP transl inh: 18; APP 5'UTR act: -18; STAT3 inh: 7; STAT1 act: 90; NF-kB neuron act: 1.1; FLuc inh counter: 0

High-throughput results deposited in PubChem by several laboratories.

Rows are unselected; overall some 7.1% were active at least once.
